# Tb PFK block = inhibitors of T. brucei phosphofructokinase; O15648; T. brucei PFK, ADP-Glo luminescence; Potency, µM (top dose mostly 57.5 µM), without a hit: at the highest dose activity, negative = inhibition, hits mostly inhibitors; actives 0.17% (n = 330,000);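 note: potency is the fitted concentration of half-maximal effect; 0% = uninhibited 1x PFK enzyme wells and -100% = no-enzyme wells; nearly all actives have a fitted effect of over 60% in size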
# Target sequence (O15648 whole entry, looked up): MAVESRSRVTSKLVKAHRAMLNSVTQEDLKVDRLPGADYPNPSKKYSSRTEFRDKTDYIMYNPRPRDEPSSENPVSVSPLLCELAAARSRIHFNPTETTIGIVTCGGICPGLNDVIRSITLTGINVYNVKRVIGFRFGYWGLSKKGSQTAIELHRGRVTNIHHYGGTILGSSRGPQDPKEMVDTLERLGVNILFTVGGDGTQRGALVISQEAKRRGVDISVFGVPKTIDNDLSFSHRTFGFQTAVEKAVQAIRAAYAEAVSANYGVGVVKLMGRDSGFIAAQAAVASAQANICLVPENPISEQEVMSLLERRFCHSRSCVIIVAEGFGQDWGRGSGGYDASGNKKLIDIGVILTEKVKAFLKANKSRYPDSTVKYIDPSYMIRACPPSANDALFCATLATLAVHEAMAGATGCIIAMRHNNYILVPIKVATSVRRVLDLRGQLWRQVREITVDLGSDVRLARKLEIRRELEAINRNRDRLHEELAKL
#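 1.25 nM PFK with 0.5 mM F6P and 0.1 mM ATP in 0.1 M TEA pH 8.0, 5 mM MgCl2, incubated 45 min at room temperature; ADP measured by ADP-Glo luminescence; compounds titrated up to 57 uM.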
# PTAP TSG101 blk = blocks PTAP/TSG101 interaction to inhibit HIV-1 budding; Potency, µM (titrated, usually from 115 µM), for the others: at the top dose activity change, negative = inhibition, usual class: inhibitors; 340,000 tested, under 10 active; Q99816; Fluorescence polarization, FITC-PTAP peptide / Tsg101 binding; active = well fitted inhibition curve with a large enough effect in the main read-out, with a control signal flat, not every such curve was filed as active; inconclusive = small, poorly fitted or top-dose-only effect, or effect the other way, or a change in a side signal; inactive = no such curve, though single readings can be large or run the other way; note: potency is the fitted concentration of half-maximal effect; % of control where 0% means no effect
#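 Tsg101 binding domain (10 uM final) was mixed with compound and a FITC-labeled PTAP peptide (50 nM final) in HEPES pH 7.5 buffer with NaCl, Tween 20, EDTA and TCEP; fluorescence polarization was read after 20 min at r.t.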
# a7 integrin act = activators of alpha7 integrin expression for muscular dystrophy. alpha7betagal myoblasts, beta-gal FDG fluorescence, 48 h. Potency, µM (doses to about 38.3 µM), inactives show top-dose activation, hits mostly activators. actives 0.064% (n = 350,000);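 note: potency is the fitted concentration of half-maximal effect; 100% = response of the positive control SU9516; nearly all actives have a fitted effect of over 60% in size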
#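 Alpha7betagal+/- myoblasts (passage 13) were plated 16-24 hr, then exposed to compounds (1:260 dilution of DMSO stock) for 48 hours at 37C. After MPER lysis, β-galactosidase reporter activity was read as FDG fluorescence (ex 480/em 540) after 30 minutes.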
# Chronic BCR inh = chronic active BCR signaling inhibition; ABC-DLBCL IkBa-CBG/CBR reporter, luminescence ratio, 4 h; Potency, µM (doses to about 46.1 µM), for inactives: top-dose ratio change, negative = lower green/red ratio, actives largely listed as inhibitors; actives 0.05% (n = 340,000); AID 493014; active = well fitted inhibition curve with a large enough effect in the signal ratio, with a control signal flat, not every such curve was filed as active; inconclusive = small, poorly fitted or top-dose-only effect, or effect the other way, or a change in a side signal; the % refers to the signal ratio;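 note: potency is the fitted concentration of half-maximal effect; plate controls were basal doxycycline-induced cells for no effect and cells given 10 µM MG132 for full effect; MG132 reads +100%, hits lower the ratio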
#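 Compounds up to 46 uM were incubated four hours with TMD8 cells whose green CBG68 luciferase is fused to IkappaBalpha; red CBR luminescence normalised the signal, and concentration-effect curves were fitted to fusion, red and ratio data.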
# TSHR antag = blocks TSH signaling through the human TSH receptor. activity change, negative = inhibition, % at 11.5 µM. P16473. actives 0.2% (n = 330,000). AID 504810. TSHR-expressing cells, TSH-stimulated cAMP HTRF, 2 h; stronger effect = lower value;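 active = activity change below a set negative limit, meaning inhibition stronger than a set level, cut at about -70% in these data; inconclusive = activity change between two set negative limits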; note: % is set by controls: 0 for no effect and ±100 for the full control effect
#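 TSHR-expressing cells, 200/well, pre-treated with compound, then stimulated with EC80 TSH (4nM final) for 2 hours at 37 deg C. cAMP measured by competitive HTRF: anti-cAMP cryptate antibody in lysis buffer plus cAMP-d2, read after 30 minutes at room temperature.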
# ELG1 repair inh = ELG1-dependent DNA repair inhibition; AID 504467; HEK293T ELG1-luciferase reporter, luminescence, 16 h; DNA damage induced by 5-fluorouridine; Potency, µM (series often up to 46.1 µM), for inactives: at the top dose activity change, negative = inhibition, usual class: inhibitors; actives 2.3% (n = 330,000); note: potency is the fitted concentration of half-maximal effect; % is set by controls: 0 for no effect and ±100 for the full control effect; nearly all actives have a fitted effect of over 55% in size
#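 Overnight (16 hr) co-exposure of 2,000 cells/well to 5-fluorouridine and compound at 37 °C preceded detection. Luciferase was quantified via ONE-Glo luminescence; loss of signal denotes inhibition.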
# Eya2 phos inh = Eya2 (human) phosphatase inhibition; O00167; recombinant Eya2, OMFP fluorescence dephosphorylation (OMFP is methylfluorescein phosphate); Potency, µM (highest dose often 76.9 µM), for the others: at the highest dose activity, negative = inhibition, actives largely listed as inhibitors; actives 0.006% (n = 330,000); AID 488837; note: potency is the fitted concentration of half-maximal effect; % is set by controls: 0 for no effect and ±100 for the full control effect
# Target sequence (O00167 whole entry, looked up): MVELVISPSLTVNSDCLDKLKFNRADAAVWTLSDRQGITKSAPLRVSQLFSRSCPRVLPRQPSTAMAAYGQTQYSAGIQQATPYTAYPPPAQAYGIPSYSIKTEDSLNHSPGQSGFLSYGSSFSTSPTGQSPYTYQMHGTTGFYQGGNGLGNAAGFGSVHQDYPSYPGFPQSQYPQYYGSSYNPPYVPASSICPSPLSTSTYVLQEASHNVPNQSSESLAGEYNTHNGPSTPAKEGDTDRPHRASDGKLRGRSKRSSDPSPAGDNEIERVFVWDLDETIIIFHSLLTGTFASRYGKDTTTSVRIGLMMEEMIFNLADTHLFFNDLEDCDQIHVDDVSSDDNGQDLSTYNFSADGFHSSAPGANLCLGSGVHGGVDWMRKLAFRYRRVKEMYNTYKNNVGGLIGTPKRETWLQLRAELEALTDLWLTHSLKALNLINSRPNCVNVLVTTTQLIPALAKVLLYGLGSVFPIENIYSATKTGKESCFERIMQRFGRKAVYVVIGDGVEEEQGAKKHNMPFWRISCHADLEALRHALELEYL
#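 Eya2 (0.2 uM) preincubated 10 min at ambient with compound, then OMFP substrate added at 50 uM; 10 min reaction in 50 mM HEPES pH 7.5, 50 mM NaCl, 5 uM MgCl2, 0.05% BSA, 1 mM DTT. Fluorescence read at Ex 485/Em 525 nm.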
# TCR act = T cell receptor activation | primary human leukocytes, anti-CD3, IL-2 HTRF, 48 h | Potency, µM (highest dose often 9.22 µM), inactives show top-dose activation of IL-2 secretion, actives largely listed as activators | 330,000 tested, under 10 active | AID 504894; note: % of control where 0% means no effect
#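 Primary human leukocytes receive a-CD3 beads and test compound and are incubated 48 hr. Secreted IL-2 is then assayed by HTRF, measuring 665nm acceptor emission after 320nm excitation of the europium donor.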
# Mito fusion act = blocks mitochondrial division or promotes mitochondrial fusion | S. cerevisiae fusion-defective mutant growth rescue, CellTiterGlo 48 h | AID 485298 | Potency, µM (top dose mostly 46.1 µM), for inactives: at the top dose growth rescue (activation), most hits filed as activators | actives 0.23% (n = 320,000);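 note: potency is the fitted concentration of half-maximal effect; % of control where 0% means no effect; nearly all actives have a fitted effect of over 45% in size; temperature-sensitive fusion mutants such as fzo1-1 at 37 °C on non-fermentable ethanol glycerol medium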
#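 Luminescent cell viability in 1536-well qHTS format served as the measure of rescued growth in ts fusion-mutant S. cerevisiae cultured on non-fermentable YPEG for 48 hours at 37C.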
# A-T KAP1 phos = candidate therapy for ataxia-telangiectasia; […] A-T fibroblasts, KAP-1 phosphorylation AlphaLISA; neocarzinostatin DNA damage 30 min before lysis; Potency, µM (series often up to 57.5 µM), inactives show top-dose activation, most hits filed as activators; actives 0.19% (n = 320,000); note: potency is the fitted concentration of half-maximal effect; % of control where 0% means no effect; nearly all actives have a fitted effect of over 45% in size
#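 hTERT-immortalized A-T patient fibroblasts ([…]), 500 cells/well in OPTI-MEM, 1% FBS, got compounds for 60 min, then NCS for 30 min at 37C. Lysates were then assayed for phospho-KAP-1 by AlphaLISA (anti-pKAP1 donor, anti-KAP1 acceptor beads), 6 hr at 25C.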
# ASM inhibitor = blocks human secretory acid sphingomyelinase | P17405 | placental ASM, HMU-PC fluorogenic substrate, 60 min | Potency, µM (doses to about 57.5 µM), without a hit: at the top dose activity change, negative = inhibition, hits mostly inhibitors | actives 0.006% (n = 340,000); note: potency is the fitted concentration of half-maximal effect
#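 qHTS format. ASM enzyme prepared from human placenta hydrolyses the fluorogenic substrate HMU-PC0 (9 uM final) over 60 min at 37 °C after a 10 min compound preincubation.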
# An asterisk follows results filed as active; ? = inconclusive; . = not tested or not shown; [ ] = dose if it differs, or a comment. Unless noted, calls come from the whole dose curve; as a rule, active = well fitted curve in the direction sought with a large enough effect; inconclusive = small, poorly fitted or top-dose-only effect, or another doubt; inactive = no such curve, though single readings can be large; an effect the other way counts as inactive or inconclusive.
SMILES,Tb PFK block,PTAP TSG101 blk,a7 integrin act,Chronic BCR inh,TSHR antag,ELG1 repair inh,Eya2 phos inh,TCR act,Mito fusion act,A-T KAP1 phos,ASM inhibitor
COc1ccc(/C=C/C(=O)O)cc1S(=O)(=O)N1CCc2ccccc2C1,-2%,-4%,3%,?,3,?,10%,-3%,3%,-1%,3%
Cc1ccc(N2CCN(S(=O)(=O)c3ccc4c(c3)NC(=O)C(C)C(=O)N4)CC2C)cc1 (configuration not stated),-2%,-1%,2%,-19%,5,?,-7%,1%,0%,-2%,-5%
COc1ccc2cc(C(N)=O)/c(=N/NC(=O)c3ccco3)oc2c1,0%,-8%,-4%,9%,-23,?,-4%,5%[46.1 µM],-1%,-5%,6%
COc1cccc(NC(=O)CN(C)C(=O)c2ccc3[nH]c4c(c3c2)CC(C)CC4)c1 (configuration not stated),1%,0%,-21%,5%,18,11%,13%,-7%,-1%,10%,-7%
O=C(COc1ccc(Cl)cc1Cl)NCC1(N2CCOCC2)CCCCC1,0%,-2%,-16%,?,6,?,-8%,-3%,.,-1%,-5%
O=C(N/N=C/c1cn(CCOc2ccccc2)c2ccccc12)c1ccncc1,-27%,-1%,-1%,-1%,-6,-12%,1%,-9%[46.1 µM],9%,1%,-2%
N#Cc1cc2c(nc1SCC(=O)Nc1sc3c(c1C#N)CCC3)CCC2,2%,-1%,2%,0%,-6,?,-5%,-6%,-2%,6%,5%
Cc1noc(C)c1S(=O)(=O)Nc1ccc2c(c1)C(=O)N([C@H](C)CO)C[C@H](C)[C@@H](CN(C)S(=O)(=O)c1ccc(F)cc1)O2,2%,-3%,-7%,-1%,0,-17%,2%,2%,.,-14%,-1%
Cc1cccc(N(Cc2cc3ccccc3[nH]c2=O)C(=O)c2cccs2)c1,7%,-8%,22%,-1%,23,0%,-3%,1%,6%,1%,2%
N#Cc1ccc(C(=O)NCC(c2ccco2)N2CCCCC2)cc1 (configuration not stated),-4%,-2%,-14%,5%,4,1%,8%,1%,-1%,0%,1%
CCCc1ncc(C(O)(c2ccccc2)c2ccc(C)cc2)n1C (configuration not stated),0%,-2%,-18%,0%,9,-1%,5%,-2%[46.1 µM],-10%,-8%,5%
CCC(COC)NC(=O)CCc1nnc(Cc2c[nH]c3ccccc23)o1 (configuration not stated),-1%,-5%,30%,1%,0,-3%,7%,-1%,1%,5%,1%
Cc1cc2c(s1)c1c(C)nn(Cc3ccc(F)cc3)c(=O)c1n2C,-5%,.,.,1%,31,.,-12%,.,4%,4%,.
CCOC(=O)c1nc(N2CCN(C(=O)OCC)CC2)c2c3c(sc2n1)CCCC3,-1%,-3%,-35%[inhibitor],2%,-11,?,-1%,0%,3%,3%,71%[activator]
O=C(O)c1ccc(S(=O)(=O)NCC2CCCO2)cc1 (configuration not stated),3%,-3%,-2%,7%,-6,13%,5%,-3%,2%,5%,0%
O=C(NCCCN=C1NS(=O)(=O)c2ccccc21)c1ccccc1Cl,-1%,1%,8%,-3%,16,10%,-8%,-3%,2%,-6%,0%
O=C(CSc1ccc(-c2ccccn2)nn1)c1ccc(F)cc1,-7%,1%,20%,?,1,-8%,-11%,-5%,-2%,0%,2%
Cc1ccccc1CCN(C(=O)Cn1nnc2ccccc21)C(C(=O)NCC1CCCO1)c1nc2ccccc2n1C (configuration not stated),0%,0%,-14%,-2%,2,16%,1%,-8%[46.1 µM],-2%,4%,1%
COC(=O)C1=C(N)c2ccccc2C1(C#N)c1ccccc1 (configuration not stated),-3%,-3%,14%,-1%,-5,-15%,3%,-2%,8%,.,-10%
Cc1[nH]n(-c2ccccc2)c(=O)c1-c1ccc(Cl)cc1,0%,-5%,24%,?,1,10%,-1%,0%,10%,-7%,-1%
COc1ccc(N(CC(=O)N/N=C/c2ccc(-c3ccc([N+](=O)[O-])cc3)o2)S(=O)(=O)c2ccc(C)cc2)cc1,0%,?,14%,2%,-10,-9%,2%,1%[46.1 µM],0%,-3%,21%
CC(=O)NCc1cc(-c2ccc(Cl)cc2)no1,-2%,3%,?,3%,10,28%,3%,-8%,-1%,-1%,0%
CC1(C)CC(=O)C(C(=S)Nc2ccccc2)=C(NC2CC(C)(C)NC(C)(C)C2)C1,0%,-2%,6%,3%,-1,-8%,5%,2%,0%,-1%,4%
CC(C)NC(=O)Nc1ccc2c(c1)C(=O)N([C@H](C)CO)C[C@H](C)[C@@H](CN(C)C(=O)Nc1ccc(C(F)(F)F)cc1)O2,-4%,-1%,-7%,1%,4,10%,-19%,-8%,.,1%,26%
CCOC(=O)/C=C1\CN(Cc2ccc(OC)cc2)S(=O)(=O)c2ccccc21,-4%,-2%,-14%,-1%,-6,-12%,-1%,2%,4%,11%,-2%
CC1CCC(N2CCN(c3ncccn3)CC2)CC1 (configuration not stated),.,-3%,-8%,.,.,.,.,6%,-1%,.,3%
CCCCc1ccc(NC(=O)NCc2cccnc2)cc1,3%,-1%,-2%,-19%,1,7%,5%,-4%,-5%,9%,-3%
COc1cc(/C=N/Nc2nc(-c3ccc(S(=O)(=O)N(C)C)cc3)cs2)ccc1O,1%,-2%,-28%,?,-7,12µM*,-5%,-3%,-6%,0%,-10%
COc1ccc(NC(=O)Cn2ncc(Cl)c(Cl)c2=O)cc1S(=O)(=O)N1CCOCC1,0%,-5%,-49%[inhibitor],?,-15,?,-7%,8%[46.1 µM],-6%,-1%,-1%
CCOC(=O)CN1c2ccccc2NC(=O)CC1C (configuration not stated),1%,-3%,3%,-4%,-8,?,-12%,-2%,0%,-1%,3%
N=C1/C(=C/c2ccc(OCc3ccccc3)cc2)C(=O)N=C2SC(CC(=O)N3CCOCC3)=NN12,-1%,-4%,12%,?,-5,?,6%,1%,6%,1%,-18%
O=C(c1ccc(CNc2c(N3CCCC3)c(=O)c2=O)cc1)N1CCc2ccccc2C1,1%,0%,25%,31%,-1,-27%,9%,2%,-5%,-2%,1%
Cc1nc(SCC(=O)NCc2ccco2)nc(C)c1C,-2%,-6%,18%,2%,-4,-2%,7%,-5%,-16%,-8%,4%
O=C(CCc1ccncc1)N1CCCC(Nc2ccc(F)cc2)C1 (configuration not stated),4%,-1%,24%,5%,-13,?,-4%,7%,3%,13%,4%
CCC(C)(C(=O)NC1CCCC1)N(Cc1cccs1)C(=O)c1ccccn1 (configuration not stated),-3%,1%,17%,16%,6,-3%,-1%,-2%,10%,-2%,-2%
Cc1ccc(/C=C2\Oc3c(ccc(O)c3CN3CCN(C)CC3)C2=O)cc1,-2%,?,-2%,0%,-8,-23%,0%,-5%,?,0%,0%
O=C1NC2(CCCCCC2)C(=O)N1Cc1ccc(F)cc1Cl,0%,-1%,-16%,16%,12,1%,-4%,2%,-2%,3%,-1%
CC(=O)N1C(=O)C2(C(C#N)=C(N)Oc3cc(C)oc(=O)c32)c2ccccc21 (configuration not stated),-2%,-2%,31%,3%,1,-6%,17%,2%,-3%,0%,4%
CCC(=O)NCCc1nc2cc(NC(=O)Nc3ccccc3)ccc2n1C,-1%,-7%,17%,?,-3,?,-7%,0%,-3%,-10%,1%
CCCCn1c(SCC(=O)Nc2cc(C)on2)nnc1-c1ccco1,-2%,-4%,-27%,1%,-3,-1%,7%,-11%,-2%,3%,-1%
Cc1ccc2nc(N(CCCN(C)C)C(=O)c3sc4ccccc4c3Cl)sc2c1,-9%,1%,-29%,-2%,20,?,-2%,-4%[46.1 µM],-8%,1%,-2%
